IDH1 R132H inh: human IDH1 R132H inhibition | O75874 | IDH1-R132H enzyme, NADPH consumption, diaphorase/resazurin fluorescence | Potency, µM (titrated, usually from 76.6 µM), inactives show top-dose activity change, negative = inhibition, hits mostly inhibitors | actives 0.093% (n = 390,000); also: potency is read from the fitted curve at half-maximal effect; % is scaled to controls: 0 for no effect and ±100 for the full control effect; nearly all actives have a fitted effect of over 65% in size
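IDH1-R132H (0.5 ug/mL) preincubated 30 min with compound, then NADPH (0.016 mM) and alpha-KG (2 mM) added; 80 min at RT, pH 7.5. Remaining NADPH coupled via diaphorase/resazurin to fluorescence (540/590 nm); concentration-response curves normalized to no-enzyme control.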
D2 antag: antagonizes the human D2 dopamine receptor; P14416; HEK293 TREx D2 cells, calcium flux, dopamine EC80; inhibition, % at 10 µM; actives 2% (n = 340,000); in the data active = inhibition above about 30%; also: 0% is about no effect
Target sequence (P14416 whole entry, looked up): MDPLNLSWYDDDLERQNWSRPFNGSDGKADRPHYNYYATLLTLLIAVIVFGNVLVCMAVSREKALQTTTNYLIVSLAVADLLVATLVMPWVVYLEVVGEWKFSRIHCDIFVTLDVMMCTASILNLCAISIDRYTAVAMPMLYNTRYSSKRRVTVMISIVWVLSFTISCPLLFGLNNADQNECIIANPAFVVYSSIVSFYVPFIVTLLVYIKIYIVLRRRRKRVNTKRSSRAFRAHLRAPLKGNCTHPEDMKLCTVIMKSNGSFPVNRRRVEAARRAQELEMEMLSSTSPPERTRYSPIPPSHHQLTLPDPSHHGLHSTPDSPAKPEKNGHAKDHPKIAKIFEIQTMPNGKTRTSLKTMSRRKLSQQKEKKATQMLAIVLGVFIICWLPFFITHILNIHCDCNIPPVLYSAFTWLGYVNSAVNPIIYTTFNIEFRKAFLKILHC
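Calcium flux kinetic readout in an inducible HEK293 TREx D2 line plated overnight at 30 C. After 180 s compound exposure, an EC80 dopamine challenge follows with another 180 s kinetic read to detect antagonism.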
TRHR PAM: TRH receptor (human) allosteric enhancement. P34981. TRHR cells, fluo-8 calcium fluorescence, EC20 TRH enhancement. enhancement, % at 2 µM. actives 0.66% (n = 360,000). AID 493056; in the data active = enhancement above about 30%; also: 0% is about no effect
Target sequence (P34981 whole entry, looked up): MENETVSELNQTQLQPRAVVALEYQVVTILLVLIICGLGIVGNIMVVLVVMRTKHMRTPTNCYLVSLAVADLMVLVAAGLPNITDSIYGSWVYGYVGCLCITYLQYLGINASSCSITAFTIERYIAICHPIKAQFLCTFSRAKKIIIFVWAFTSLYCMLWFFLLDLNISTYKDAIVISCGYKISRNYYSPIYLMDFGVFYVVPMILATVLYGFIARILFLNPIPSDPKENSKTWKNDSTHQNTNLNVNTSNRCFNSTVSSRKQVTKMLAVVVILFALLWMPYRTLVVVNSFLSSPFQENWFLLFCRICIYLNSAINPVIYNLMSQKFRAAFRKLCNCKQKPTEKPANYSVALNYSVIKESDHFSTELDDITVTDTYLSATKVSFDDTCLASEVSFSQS
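Enhancer read-out: after compound pinning and an initial kinetic agonist-mode read, an EC20 of TRH (10 nM final) was injected and fluo-8 calcium signal (Ex 480/Em 530) followed at 1 s/cycle for 100 cycles in TRHR-expressing cells.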
TRHR agonist: TRH receptor (human) agonism; TRHR cells, calcium flux fluo-8, FDSS agonist mode; actives 0.18% (n = 360,000); activation, % at 2 µM; P34981; in the data active = activation above about 30%; also: 0% is about no effect
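TRHR-expressing cells loaded with fluo-8 calcium dye; 23 nL library compound pin-transferred, kinetic FDSS fluorescence (Ex 480/Em 530) recorded about 180 s for agonist-induced calcium release, before a 10 nM TRH EC20 addition for potentiator mode.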
TrxR1 substrate: is turned over as a substrate by rat TrxR1; purified TrxR1 substrate turnover, NADPH consumption readout; Potency, µM (top dose mostly 114 µM), for the others: at the top dose activity change, negative = substrate turnover; O89049; actives 0.01% (n = 390,000); also: potency is read from the fitted curve at half-maximal effect; % is scaled to controls: 0 for no effect and ±100 for the full control effect; nearly all actives have a fitted effect of over 50% in size
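Rat TrxR1, dispensed at 90 nM, was prereduced with 400 uM NADPH (final) for 5 min at ~22 deg C, then incubated with compound 15 min before 400 uM selenite. A first-read NADPH fluorescence drop versus no-compound background flagged substrates.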
D2 ag: D2 dopamine receptor (human) agonism. HEK293 T-REx D2 cells, calcium flux agonist mode. actives 0.53% (n = 340,000). activation, % at 2 µM. AID 485358;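 active = activation over 3 SD above normal in the single-dose calcium agonist read, cut at about 30% in these data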; also: 0% is about no effect
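In this primary screen, compounds producing a positive calcium signal within 180 s of addition to tetracycline-induced, force-coupled HEK293 Trex D2 cells are flagged; cells are dye-loaded with a no-wash calcium kit beforehand.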
USP1 inh: USP1/UAF1 (human) deubiquitinase inhibition; O94782; recombinant USP1/UAF1, Ub-Rhodamine cleavage fluorescence; Potency, µM (titrated, usually from 57.1 µM), for the others: at the top dose activity change, negative = inhibition, actives largely listed as inhibitors; AID 743255; actives 0.23% (n = 390,000); also: potency is read from the fitted curve at half-maximal effect; % is scaled to controls: 0 for no effect and ±100 for the full control effect; nearly all actives have a fitted effect of over 60% in size; inactives centre near -12
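USP1/UAF1 complex at 1 nM was preincubated with compound for 15 min at room temperature, then Ub-Rho substrate (150nM final) was added. Fluorescence (480/540 nm) was read kinetically, 6 reads every 60 seconds.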
Pin1 inhibitor: inhibitors of human Pin1; Q13526; Pin1 FP peptide displacement, HiFluor488, 10 min; Potency, µM (series often up to 115 µM), for inactives: at the top dose activity, negative = inhibition, actives largely listed as inhibitors; actives 0.009% (n = 390,000); AID 504891; active = well fitted inhibition curve with a large enough effect in the polarisation, with a control signal flat, not every such curve was filed as active; inconclusive = small, poorly fitted or top-dose-only effect, or effect the other way, or a change in a side signal; inactive = no such curve, though single readings can be large or run the other way; the % refers to the polarisation; also: potency is read from the fitted curve at half-maximal effect; % is scaled to controls: 0 for no effect and ±100 for the full control effect
Target sequence (Q13526 whole entry, looked up): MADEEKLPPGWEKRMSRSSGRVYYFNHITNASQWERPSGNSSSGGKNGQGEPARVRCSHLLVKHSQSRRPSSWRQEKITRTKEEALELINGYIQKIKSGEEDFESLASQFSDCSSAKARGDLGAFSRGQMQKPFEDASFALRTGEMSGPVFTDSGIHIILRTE
rTrxR1 inhibitor: rat TrxR1 inhibition. O89049. recombinant rTrxR1, NADPH fluorescence consumption, selenite substrate. Potency, µM (top dose mostly 114 µM), without a hit: at the highest dose activity change, negative = inhibition, actives largely listed as inhibitors. actives 1% (n = 390,000); also: potency is read from the fitted curve at half-maximal effect; % is scaled to controls: 0 for no effect and ±100 for the full control effect; nearly all actives have a fitted effect of over 65% in size
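Rat TrxR1 (90 nM in the dispensed reagent) was pre-reduced with 400 uM NADPH for 5 min at room temperature, then incubated with compound for 15 min. After 400 uM selenite was added, NADPH fluorescence (Ex 340/Em 450 nm) was followed for 8 min.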
An asterisk follows results filed as active; & = joins results of further samples; [ ] = dose if it differs, or a comment. Unless noted, calls follow the shape of the dose curve; as a rule, active = well fitted inhibition curve with a large enough effect; inconclusive = small, poorly fitted or top-dose-only effect; inactive = no such curve, though single readings can be large or run the other way.

For COc1ccc(N(C(=O)CNC(=O)c2ccco2)C(C(=O)NC2CCCCC2)c2ccncc2)cc1 (configuration not stated) the results were IDH1 R132H inh -2.6%, D2 antag 14.0, TRHR PAM 1.7, TRHR agonist 0.5, TrxR1 substrate 6.5%, D2 ag -2.8, USP1 inh -2.7%, Pin1 inhibitor -5.2% and rTrxR1 inhibitor 19.4%.
CC[C@@H]1CCCCc2ccccc2[C@@H](C(=O)C[C@@H](O)CC(C)=O)OC1=O was read as IDH1 R132H inh 3.3%, TrxR1 substrate 1.2%, USP1 inh -12.1%, Pin1 inhibitor -3.5% and rTrxR1 inhibitor -0.9%.
COc1cc(/C=C2/SC(=Nc3ccc(O)cc3)NC2=O)cc(OC)c1O was read as IDH1 R132H inh 4.1%, D2 antag 2.8, TRHR PAM 6.0, TRHR agonist 69.8*, TrxR1 substrate -7.7%, D2 ag 51.3*, USP1 inh -24.8%, Pin1 inhibitor 21.4% and rTrxR1 inhibitor 4.7%[57.1 µM].
`Clc1ccccc1/C=C/c1nc(-c2ccccn2)no1` gave IDH1 R132H inh 5.9%, D2 antag 0.9, TRHR PAM -0.3, TRHR agonist -2.4, TrxR1 substrate -0.4%, D2 ag -2.1, USP1 inh -15.7%, Pin1 inhibitor 1.3% and rTrxR1 inhibitor 17.8%.
COc1cccc(CNC(=O)c2cccc(S(=O)(=O)N3CCN(Cc4ccccc4)CC3)c2)c1 was read as IDH1 R132H inh 8.0%, TrxR1 substrate -8.4%, USP1 inh -23.0%, Pin1 inhibitor 25.4% and rTrxR1 inhibitor 1.0%.
Screening Cc1ccc(-c2nnc(Nc3ccc(O)cc3)c3ccccc23)cc1S(=O)(=O)N1CCN(C)CC1 returned IDH1 R132H inh 3.1%, TRHR PAM 8.0, TRHR agonist -0.3, TrxR1 substrate 5.1%, D2 ag -1.4, USP1 inh -21.1%, Pin1 inhibitor -0.4% and rTrxR1 inhibitor 7.4%.
For COc1cc(/C=N\NC(=O)c2sc(N)nc2C)cc(OC)c1OC the results were IDH1 R132H inh 2.1%, D2 antag -3.6, TRHR PAM 13.5, TRHR agonist -0.4, TrxR1 substrate -6.6%, D2 ag 0.3, USP1 inh -8.5%, Pin1 inhibitor inconclusive and rTrxR1 inhibitor -3.3%.
CCOC(=O)c1cnc(-n2nc(C)cc2C)nc1NC1CCCC1 was read as IDH1 R132H inh 5.8%, D2 antag -7.6, TRHR PAM 5.9, TRHR agonist -1.0, TrxR1 substrate -8.3%[57.1 µM], D2 ag -1.6, USP1 inh -6.7%, Pin1 inhibitor -3.7% and rTrxR1 inhibitor 36.4%[activator][57.1 µM].
`C=CCNC(=S)NNc1nc2sc3c(c2c(=O)[nH]1)CC(C)(C)OC3` gave IDH1 R132H inh -9.6%, D2 antag -1.2, TRHR PAM 0.0, TRHR agonist 0.5, TrxR1 substrate -2.7%, D2 ag 0.0, USP1 inh 5.7%, Pin1 inhibitor 2.1% and rTrxR1 inhibitor -0.1%.
Screening CCOC(=O)CC(NS(=O)(=O)c1ccc2[nH]cc(C(=O)O)c(=O)c2c1)c1ccc(OCC)c(OC)c1 (configuration not stated) returned IDH1 R132H inh -1.7%, D2 antag 0.8, TRHR PAM -5.8, TRHR agonist -0.1, TrxR1 substrate -4.4%[57.1 µM], D2 ag -3.1, USP1 inh 15.2%, Pin1 inhibitor -8.5% and rTrxR1 inhibitor -11.4%[57.1 µM].
For O=C(COC(=O)/C=C/c1ccccc1[N+](=O)[O-])NC1CCS(=O)(=O)C1 (configuration not stated) the results were IDH1 R132H inh 3.0%, D2 antag -0.2, TRHR PAM 1.8, TRHR agonist 1.7, TrxR1 substrate 11.2%[57.1 µM], D2 ag 1.9, USP1 inh -1.1%, Pin1 inhibitor -10.1% and rTrxR1 inhibitor 28.6%[57.1 µM].
For CCO[C@H]1OC(C(=O)N2CCCCCCC2)=C[C@@H](c2csc3ccccc23)[C@@H]1CCCO the results were IDH1 R132H inh -2.4%[38.3 µM], D2 antag 5.5, TRHR PAM 1.5, TRHR agonist -0.6, TrxR1 substrate -5.3%, D2 ag -0.2, USP1 inh -8.1%, Pin1 inhibitor -0.5% and rTrxR1 inhibitor -0.6%.
For O=C(COc1ccccc1F)Nc1ccc(S(=O)(=O)NCc2ccco2)cc1 the results were IDH1 R132H inh 1.4%, D2 antag 11.2, TRHR PAM -1.3, TRHR agonist 0.1, TrxR1 substrate -6.9%, D2 ag -3.1, USP1 inh -20.4%, Pin1 inhibitor inconclusive and rTrxR1 inhibitor 6.6%[57.1 µM].
COC(=O)c1ccccc1NC(=O)Nc1ncccc1C was read as IDH1 R132H inh 5.2%, D2 antag -2.4, TRHR PAM 3.5, TRHR agonist 0.9, TrxR1 substrate 7.7%, D2 ag 0.0, USP1 inh -3.2%, Pin1 inhibitor 5.0% and rTrxR1 inhibitor 18.9%.
For COc1ccc(C(=O)Nc2ccc(N3CCN(Cc4ccccc4)CC3)cc2)cc1 the results were IDH1 R132H inh -2.5%, D2 antag 5.7, TRHR PAM -16.1, TRHR agonist 1.2, TrxR1 substrate 31.4%, D2 ag 0.7, USP1 inh -5.4%, Pin1 inhibitor 0.8% and rTrxR1 inhibitor 15.8%.
For CCc1ccccc1NC(=O)C1CCCN(c2ncnc3onc(-c4ccc(F)cc4)c23)C1 (configuration not stated) the results were IDH1 R132H inh -8.4%, D2 antag 5.4, TRHR PAM -3.2, TRHR agonist -0.1, TrxR1 substrate 3.0%, D2 ag -0.6, USP1 inh -16.0%, Pin1 inhibitor 4.9% and rTrxR1 inhibitor inconclusive.
For CCc1ccc(C2C3=C(CC(C)(C)CC3=O)Nc3c2c(=O)[nH]c2nc(C)nn32)cc1 (configuration not stated) the results were IDH1 R132H inh -2.8%, D2 antag 1.7, TRHR PAM -0.6, TRHR agonist 0.0, TrxR1 substrate 12.2%[57.1 µM], D2 ag 0.2, USP1 inh -1.8%, Pin1 inhibitor -0.2% and rTrxR1 inhibitor 10.9%[57.1 µM].
Cc1onc(-c2ccccc2)c1C(=O)NNC(=S)NC(=O)/C=C/c1cccs1 was read as IDH1 R132H inh -6.1%, D2 antag -1.2, TRHR PAM 5.9, TRHR agonist 5.9, TrxR1 substrate -14.6%, D2 ag 12.7, USP1 inh -4.0%, Pin1 inhibitor 0.1% and rTrxR1 inhibitor inconclusive.
For C1CCC2(CC1)C1=C(CCCC1)Nc1nnnn12 the results were IDH1 R132H inh 5.0%, D2 antag 4.9, TRHR PAM 3.1, TRHR agonist -0.6, TrxR1 substrate 1.6%, D2 ag 0.6, USP1 inh -13.4%, Pin1 inhibitor 1.6% and rTrxR1 inhibitor 9.0%.
COc1ccc(C(=O)Nc2ccc(N3CCN(C(=O)c4cccs4)CC3)cc2)cc1Br was read as IDH1 R132H inh 6.3%, D2 antag -19.0, TRHR PAM 8.2, TRHR agonist 0.1, TrxR1 substrate -1.0%, D2 ag 2.0, USP1 inh -6.6%, Pin1 inhibitor 4.7% and rTrxR1 inhibitor 7.2%.
CC(=O)CCc1c(C)[nH]c2ccc(NC(C)=O)cc2c1=O was read as IDH1 R132H inh -0.2%, D2 antag 7.0, TRHR PAM -5.1, TRHR agonist 0.0, TrxR1 substrate 37.1%[activator], D2 ag 0.6, USP1 inh -24.3%, Pin1 inhibitor 0.7% and rTrxR1 inhibitor 26.2%.
Screening Cc1cc(C(=O)C(=O)O)c(C)n1-c1ccc(Cl)cc1 returned IDH1 R132H inh 0.0%, D2 antag -25.2, TRHR PAM 23.7, TRHR agonist 0.1, TrxR1 substrate -5.3%[57.1 µM], D2 ag 1.0, USP1 inh -25.1%, Pin1 inhibitor 0.5% and rTrxR1 inhibitor -6.1%[57.1 µM].
Screening CCOC(=O)CNC(c1ccccc1)c1cc(Br)ccc1NC(=O)c1cccc(Cl)c1 (configuration not stated) returned TRHR PAM -0.9, TRHR agonist 0.8, TrxR1 substrate 13.9%, D2 ag 0.5, USP1 inh 9.0%, Pin1 inhibitor 8.3% and rTrxR1 inhibitor 27.9%.
For CN(C1=NC(=O)CS1)c1ccc(O)cc1 the results were IDH1 R132H inh 12.0%, D2 antag 0.9, TRHR PAM 5.0, TRHR agonist 0.8, TrxR1 substrate 6.4%, D2 ag 0.6, USP1 inh -14.6%, Pin1 inhibitor 4.7% and rTrxR1 inhibitor 18.5%.
`COc1cc2c3c(c1)-c1c(sn(-c4cc(OC)ccc4OC)c1=S)C(C)(C)N3C(=O)C2=O` gave IDH1 R132H inh 0.0%, D2 antag -3.1, TRHR PAM -8.3, TRHR agonist 0.9, TrxR1 substrate 0.1%, D2 ag -0.3, USP1 inh -17.0%, Pin1 inhibitor -0.1% and rTrxR1 inhibitor -4.4%.
O=C(O)CCC(=O)N1CCc2cc(S(=O)(=O)N3CCCCC3)ccc21 was read as IDH1 R132H inh -7.7%, TrxR1 substrate 8.8%, USP1 inh -13.5%, Pin1 inhibitor 2.8% and rTrxR1 inhibitor 20.1%.
Cc1ccc(C(C)C)cc1S(=O)(=O)NC1CC(C)(C)NC(C)(C)C1 was read as IDH1 R132H inh -9.0%, D2 antag 7.7, TRHR PAM 9.9, TRHR agonist 1.6, TrxR1 substrate -0.9%, D2 ag -0.2, USP1 inh -23.6%, Pin1 inhibitor -3.7% and rTrxR1 inhibitor 12.5%.
For Cc1cc(F)ccc1NS(=O)(=O)c1c(C)nc2scc(C)n2c1=O the results were IDH1 R132H inh 6.5%&4.4%, D2 antag -12.0, TRHR PAM 4.5&1.6, TRHR agonist 0.8&0.4, TrxR1 substrate 2.4%[57.1 µM], D2 ag 2.2&0.2, USP1 inh -0.8%&-12.2%, Pin1 inhibitor 5.1%&2.4% and rTrxR1 inhibitor 3.5%[57.1 µM].
CCCOC(=O)CSC1=C(C#N)C(c2ccc3c(c2)OCO3)CC(=O)N1 (configuration not stated) was read as IDH1 R132H inh 3.2%, D2 antag 4.7, TRHR PAM -5.8, TRHR agonist -1.0, TrxR1 substrate -9.3%, D2 ag 0.0, USP1 inh -10.7%, Pin1 inhibitor 0.0% and rTrxR1 inhibitor -11.9%.

The list is partial; the hit share may differ from the screen's.
